# High-throughput results deposited in PubChem by several laboratories.
# Diaphorase inh: inhibits diaphorase or chemically oxidizes, flagging diaphorase assay artifacts. actives 0.69% (n = 190,000). inhibition, % at 20 µM. diaphorase resazurin-to-resorufin fluorescence, NADH, 16 min; bacterial (C. kluyveri) enzyme, not human;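 active = primary screen inhibition at 20 µM above a set limit, cut at about 50% in these data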;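 note: plate controls were DMSO with full reaction for no effect and wells lacking NADH for full effect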
#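 Test system: bacterial diaphorase enzyme (C. kluyveri); Quantity: 0.14 U/mL diaphorase, enzyme working solution; Times: reaction incubation of 16 min at room temperature; Measured by: fluorescence of resorufin formed from resazurin, Ex 544/Em 590 nm; Benchmarks: positive control minus NADH, DMSO neutral control.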
# DTT redox prof: compounds producing H2O2 with reducing agent – biochemical, NIH compound library profiling, artefact control for MLSCN library redox annotation, primary screen | DTT-dependent redox cycling H2O2, phenol red/HRP absorbance; 100% = 100 µM peroxide control, 0% = buffer | activation, % at 10 µM | actives 0.03% (n = 200,000);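 active = activation of at least 50% relative to the plate's high and low controls in the primary single-dose screen; inactive = activation below 50%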;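 note: compound incubated with DTT at 0.8 mM final as the reducing agent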
# PMI act: activators of human phosphomannose isomerase; P34949; purified human PMI, coupled resazurin fluorescence, 20 min; stronger effect = higher value; 1 = vehicle control, 0 substrate-free wells; activation factor at 20 µM; actives 0.005% (n = 190,000); AID 1214;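 active = activation factor of 2 or more at 20 µM, relative to plate controls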
# Target sequence (P34949 whole entry, looked up): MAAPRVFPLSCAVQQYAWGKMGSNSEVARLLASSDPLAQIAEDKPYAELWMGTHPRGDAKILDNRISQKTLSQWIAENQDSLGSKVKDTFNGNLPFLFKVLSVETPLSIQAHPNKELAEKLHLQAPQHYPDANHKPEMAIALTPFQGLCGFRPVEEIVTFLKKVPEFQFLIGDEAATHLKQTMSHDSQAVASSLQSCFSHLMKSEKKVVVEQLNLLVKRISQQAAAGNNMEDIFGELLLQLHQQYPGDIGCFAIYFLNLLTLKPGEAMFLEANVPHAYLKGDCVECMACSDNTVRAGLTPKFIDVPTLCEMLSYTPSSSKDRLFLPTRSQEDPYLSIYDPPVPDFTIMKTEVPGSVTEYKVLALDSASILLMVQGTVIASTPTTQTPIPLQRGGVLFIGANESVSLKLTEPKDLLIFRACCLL
# PMI act satM6P: PMI (human) activation, high substrate; P34949; coupled PMI enzyme assay, resazurin fluorescence, 20 min; stronger effect = higher value; 1 = untreated enzyme, 0 = substrate-free blank; activation factor at 20 µM; actives 0.34% (n = 190,000); AID 1216;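 active = activation factor of 2 or more at 20 µM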
#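 Test system: human phosphomannose isomerase with PGI, G6PDH, diaphorase coupling enzymes; amount: 15 ng/mL PMI; incubation: enzyme reaction with compound 20 min at room temperature; technique: resorufin fluorescence (Ex 544/Em 590 nm) from resazurin via diaphorase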
# G6PDH counter: counter-screen for G6PDH assay hits: L. mesenteroides G6PDH inhibition. Purified L. mesenteroides G6PDH, diaphorase/resazurin coupled fluorescence, 45 min. inhibition, % at 5 µM. actives 0.12% (n = 200,000). AID 1020
# RAM inhibit: yeast RAM network inhibition. inhibition, % at 50 µM. AID 868. actives 1.8% (n = 190,000). S. cerevisiae dse1pr::URA3 reporter, 5-FOA growth OD615, 2 d; analog-sensitive cbk1-as2 kinase mutant strain;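 active = inhibition above a set limit, 3 SD over mean compound inhibition, cut at about 8.4% in these data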;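 note: 0% = DMSO-only wells with no growth and 100% = 10 µM 1-NA-PP1 full growth; inhibition rescues growth on 5-FOA so higher OD means more RAM inhibition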
# Hsp70 activator: Hsp70 transcriptional activation, primary screen; HeLa Hsp70 promoter luciferase reporter, luminescence; scaled: vehicle 0, proteasome-inhibitor control 100%; activation, % at 10 µM; actives 0.04% (n = 200,000); AID 1203;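 active = activation above the mean across all tested compounds plus 3 SD, cutoff set per campaign, cut at about 5.5% in these data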;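 note: 100% = MG132 at 30 µM as the positive control and 0% = DMSO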
# L major viab: inhibitors of Leishmania major promastigote growth | Leishmania major promastigotes, resazurin fluorescence viability | inhibition, % at 10 µM | actives 9% (n = 200,000);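 note: promastigotes grown with compound for 44 hours at 28 °C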
# TLR4-MyD88 BLA: inhibitors of human TLR4-MyD88 binding; actives 0.18% (n = 200,000); inhibition, % at 8.4 µM; HeLa CL3-4 TLR4/MyD88 BLA complementation, FRET ratio; AID 861; O00206+Q99836; in the data active = inhibition above about 25%;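 note: 0% = vehicle and 100% = reference inhibitor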
# S1P3 antag: S1P3 (human) receptor antagonism | inhibition, % at 4.98 µM | AID 485 | Q99500 | CHO S1P3 NFAT-BLA reporter, FRET fluorescence, antagonist mode | actives 0.27% (n = 170,000);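 active = inhibition above the plate cutoff, the mean inhibition of test wells on that plate plus 3 SD, cut at about 28% in these data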;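 note: cells challenged with S1P at its EC80 of 0.8 µM; blue over green emission ratio from cleaved BLA substrate after 4 h stimulation; 0% = S1P-stimulated wells and 100% = unstimulated DMSO-only wells; some compounds past the cut are filed as inactive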
# Target sequence (Q99500 whole entry, looked up): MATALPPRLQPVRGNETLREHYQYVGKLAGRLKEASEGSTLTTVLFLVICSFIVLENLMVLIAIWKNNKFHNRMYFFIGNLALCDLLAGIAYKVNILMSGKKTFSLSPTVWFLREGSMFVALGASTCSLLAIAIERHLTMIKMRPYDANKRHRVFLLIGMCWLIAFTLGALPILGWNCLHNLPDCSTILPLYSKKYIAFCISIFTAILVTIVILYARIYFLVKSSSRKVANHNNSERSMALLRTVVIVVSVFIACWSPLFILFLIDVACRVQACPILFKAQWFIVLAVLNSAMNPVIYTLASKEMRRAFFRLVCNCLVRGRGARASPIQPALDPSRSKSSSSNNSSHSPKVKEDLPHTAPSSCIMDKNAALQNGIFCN
# Diaph act CS: diaphorase activation or chemical reduction counter-screen | Diaphorase/resazurin coupled assay, resorufin fluorescence, 16 min; stronger effect = higher value; 1 = vehicle wells, 0 = NADH-free wells | activation factor at 20 µM | actives 0.005% (n = 190,000) | AID 1229;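 active = diaphorase activity raised at least twofold by the compound at 20 µM; inactive = activation factor below 2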
#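 test system = bacterial diaphorase enzyme (C. kluyveri) | quantity = enzyme 0.07 U/mL final | reagent = NADH substrate 0.114 mM plus resazurin dye 0.1 mM, final | incubation = 16 min enzyme reaction, ambient temperature | buffer or medium = HEPES pH 7.4 buffer with MgCl2 and Tween 20 | signal = fluorescence of resorufin, 544 nm excitation, 590 nm emission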
# * marks the source's active call; other numbers are inactive results; · = no result given. Cut-off read from the data, not from the text of the source, unless noted: active = inhibition above about 50%; inactive = the rest. Not all compounds are listed, so the mix of outcomes need not match the whole.
mol	Diaphorase inh	DTT redox prof	PMI act	PMI act satM6P	G6PDH counter	RAM inhibit	Hsp70 activator	L major viab	TLR4-MyD88 BLA	S1P3 antag	Diaph act CS
CN(C)P(=O)(NC(=O)c1cccn1C)N(C)C	-1	0.3	1.1	1	1	0.9	-0.4	-8	6	0	1
COC(=O)C(O)(c1ccc(NC(=S)NC(=O)c2ccccc2)cc1)C(F)(F)F (configuration not stated)	31	-7.7	0.8	0.9	-1	0.4	-0.2	8	3	·	0.7
NC(N)=N/N=C/c1cn(-c2ccccc2)nc1-c1cccs1	-36	-1.4	1	1	-10	-1.5	-0.4	101*	-25	15	1.4
O=P(NS(=O)(=O)c1ccccc1)(Oc1ccccc1)Oc1ccccc1	20	0.7	1.1	1.1	2	1.3	-0.2	-10	-2	·	0.8
CC(Oc1ccc(-c2ccccc2)cc1)C(=O)O (configuration not stated)	17	-1.5	1	1	-3	-0.5	-0.3	-5	-2	-10	0.8
Fc1cccc(CCNCc2ccccn2)c1	22	-8.2	0.9	1	-1	1.2	-0.3	-7	13	·	0.8
CSc1ccc(C(=O)C2CCCN(Cc3cnc(SC)nc3)C2)cc1 (configuration not stated)	21	0.9	0.9	1	12	3.0	-0.3	94*	-6	-79	0.8
CCn1nc(-c2ccccc2)nc2c(=O)n(C)c(=O)nc1-2	-44	140*	1	0.9	59*	-0.9	-0.5	14	-6	103*	1.4
Cc1ccc(OCC(=O)N2CCN(Cc3cccnc3)CC2)cc1	12	-2.2	1	0.9	3	2.8	0.4	3	-9	-9	0.9
C=CCn1c(O)c(C(C)=Nc2ccc(N(C)C)cc2)c(=O)[nH]c1=O	3	-0.1	0.9	0.9	3	2.8	-0.2	7	8	-22	1
COc1cccc(Oc2c(C)oc3cc(OC(=O)N(C)C)ccc3c2=O)c1	3	-3.6	1	1.1	14	-0.1	-0.5	2	5	13	1
CCn1ccnc1CN1CCCC(C(=O)c2cc(F)ccc2OC)C1 (configuration not stated)	-25	-0.3	1.1	1.1	12	-0.2	1.0	13	-9	-1	1.2
COc1ccc(N2C(=O)NC(=O)/C(=C\c3ccccc3[N+](=O)[O-])C2=O)cc1	8	0.8	1	1	8	0.5	-0.5	2	15	-14	0.9
COc1ccc(OCC(=O)N2CCN(C/C=C/c3ccccc3)CC2)cc1	12	0.0	1	1	8	3.0	-0.3	73*	13	-8	0.9
c1ccc(Cn2ccnc2)cc1	-4	-0.4	1.1	1.1	5	-0.1	0.1	-8	-10	-14	1
CN(C)c1ccc(N=Cc2c(O)n(CCC3=CCCCC3)c(=O)[nH]c2=O)cc1	5	0.4	1	0.7	4	0.8	0.1	6	12	13	0.9
COc1ccc(C(=O)C2CCCN(C3CSCCSC3)C2)c(C)c1 (configuration not stated)	21	-1.5	0.9	0.8	15	1.2	-0.2	97*	-15	-5	0.8
CN(C)CCNC(=O)c1cccn(Cc2cccc(C(F)(F)F)c2)c1=O	4	-1.5	1.2	1.1	6	-0.4	-0.1	-2	2	-9	1
COC(=O)c1ccc(C(C(=O)NC2CCCCC2)N(CCN2CCOCC2)C(=O)Cc2cccs2)cc1 (configuration not stated)	5	-0.7	1.1	1.1	9	2.1	-0.2	-7	-19	2	1
CC(=O)Nc1ccc(C2CN(C)CC2C(=O)c2ccc(Cl)cc2)cc1 (configuration not stated)	0	0.0	1	1.1	10	1.5	-0.3	4	10	-9	1
CSC1=NP(=S)(SC)N(C)c2nc3n(c21)CCC3 (configuration not stated)	10	-0.1	0.9	0.9	3	-0.2	-0.1	3	-5	13	0.9
COc1ccc2c3c([nH]c2c1)C(C)NCC3 (configuration not stated)	-10	0.8	0.7	1	10	0.8	0.7	-10	-5	9	1.1
CCOc1ccccc1-n1c(O)c(C=Nc2ccc(N(CC)CC)cc2)c(=O)[nH]c1=O	41	0.4	0.7	0.4	18	2.0	-0.2	8	2	·	0.6
COc1ccc(-c2[nH]ncc2CNC(C)Cc2ccsc2)c(F)c1 (configuration not stated)	7	-0.7	0.8	1	0	1.4	-0.3	4	-13	-22	0.9
N/C(=N\N=C/c1ccc(-c2ccc(O)c(C(=O)O)c2)o1)N[N+](=O)[O-]	57*	-8.5	0.7	0.6	3	3.2	-0.3	-18	6	·	0.4

# The last three entries of the part above open the next one.
mol	Diaphorase inh	DTT redox prof	PMI act	PMI act satM6P	G6PDH counter	RAM inhibit	Hsp70 activator	L major viab	TLR4-MyD88 BLA	S1P3 antag	Diaph act CS
CCOc1ccccc1-n1c(O)c(C=Nc2ccc(N(CC)CC)cc2)c(=O)[nH]c1=O	41	0.4	0.7	0.4	18	2.0	-0.2	8	2	·	0.6
COc1ccc(-c2[nH]ncc2CNC(C)Cc2ccsc2)c(F)c1 (configuration not stated)	7	-0.7	0.8	1	0	1.4	-0.3	4	-13	-22	0.9
N/C(=N\N=C/c1ccc(-c2ccc(O)c(C(=O)O)c2)o1)N[N+](=O)[O-]	57*	-8.5	0.7	0.6	3	3.2	-0.3	-18	6	·	0.4
CCC(C)N1C(=O)/C(=C/c2ccc3c(c2)CCN3CCCCl)C(=O)NC1=S (configuration not stated)	19	0.5	1.1	1.1	15	5.9	0.2	55*	-20	2	0.8
Cc1ccc2c(c1)CNc1ccccc1O2	13	2.9	1	0.9	-3	1.7	0.2	1	5	-11	0.9
CCOc1ccc2c(c1)c(C(C)=O)c(C)n2Cc1ccco1	·	0.2	·	·	8	2.0	0.0	10	-14	-19	·
O=[N+]([O-])c1ccc(N2CCNCC2)cc1N1CCCCC1	2	0.1	0.9	0.9	5	0.1	-0.5	76*	2	6	1
CCOC(=O)c1c(-n2c(C)cc(/C=C3\C(=O)NC(=O)N(C)C3=O)c2C)sc2c1CCCC2	28	-8.2	0.8	0.9	3	6.1	-0.3	93*	-9	·	0.7
CN1c2ccccc2Oc2ccccc21	21	-0.5	0.9	0.8	-6	-0.1	-0.1	19	2	3	0.8
CC1CCN(S(=O)(=O)c2ccc(NN=C(C#N)C#N)cc2)CC1	16	-1.6	1	1.2	6	0.1	-0.1	0	11	·	0.8
O=c1[nH]c(=O)n(-c2ccc(F)cc2)c(O)c1C=Nc1ccccc1N1CCCC1	14	3.0	0.9	1	-5	3.0	-0.2	-4	-2	11	0.9
Cc1ccc(C(=O)Nc2ccc(-n3ccnc3P(=O)(O)c3ccccc3)cc2)cc1	14	0.2	1	1	0	0.4	-0.1	-11	-1	·	0.9
O=C(COc1ccc(Cl)cc1)N1CCN(Cc2ccc([N+](=O)[O-])cc2)CC1	22	-0.2	1	1.1	2	0.4	-0.1	67*	-18	-2	0.8
O=C(O)c1ccc2c(c1)C1C(Cl)C(Sc3ccccc3[N+](=O)[O-])CC1C(c1cccc([N+](=O)[O-])c1)N2 (configuration not stated)	66*	-0.1	1.3	1.3	9	5.4	-0.4	-5	1	13	0.3
CCCCn1c(O)c(C=NCCCn2ccnc2)c(=O)[nH]c1=O	-1	1.9	1	1	7	1.2	0.0	5	6	13	1
CCCCn1c(O)c(C(CC)=NCc2cccnc2)c(=O)[nH]c1=O	21	0.0	0.9	1	2	-0.2	0.2	12	-2	·	0.8
COC(=O)C1C2c3ccccc3OC1(C)N=c1s/c(=C/c3cnn(C)c3C)c(=O)n12 (configuration not stated)	18	0.8	1	1	-15	7.2	-0.3	40	4	-1	0.8
CCCCC/C=C\C/C=C\C/C=C\C/C=C\CCCC(=O)Nc1ccc(O)cc1	20	·	0.8	0.9	10	·	0.1	·	·	-5	0.8
CCCCn1c(O)c(C(CC)=NCCCN(C)C)c(=O)[nH]c1=O	1	0.8	0.9	0.9	1	0.5	-0.2	2	14	-21	1
Cc1occc1C(=O)N1CCC2(CC1)OCCO2	-21	2.6	1.1	1.2	25	2.4	0.0	-1	8	-8	1.2
FC(F)(F)c1ccc2c(c1)nnn2C1CCN(Cc2nnnn2Cc2ccccc2)CC1	18	-2.2	0.8	0.9	3	0.8	0.0	-1	0	-13	0.8
COc1c(C)cc(C(=O)C2CCCN(Cc3ccccn3)C2)cc1C (configuration not stated)	12	0.3	0.8	0.9	16	0.9	-0.3	100*	3	0	0.9
Cc1cc(N2C(=O)C3CCCN3C2c2ccccc2)no1 (configuration not stated)	-15	-0.4	1.1	1.1	9	0.2	0.2	-6	5	-15	1.1
O=P(N1CCCCC1)(N1CCCCC1)C(Cl)(Cl)Cl	-1	-0.1	1	1.1	5	0.8	-0.4	-1	-12	·	1
CN(Cc1ccccc1)C(=C(Cl)Cl)/C(=C1/NCCN1Cc1ccc(Cl)nc1)[N+](=O)[O-]	13	0.1	0.9	1	-8	-0.1	-0.4	6	-10	·	0.9
CN(C)C(=O)Oc1ccc(OCc2cccc[n+]2C)cc1	1	0.1	1	1	10	1.3	-0.3	-6	-5	0	1
CC(=O)N1CN2CN(C1)CN(C(C)=O)C2	10	0.7	0.9	0.9	7	0.8	-0.3	-1	2	-2	0.9
Cc1ccc(S(=O)(=O)N(C)C)cc1NC(=O)C(C)[N+]12CCN(CC1)CC2 (configuration not stated)	3	-0.8	1	1	4	2.3	-0.1	-6	-3	-6	1
Cc1ccc2c(c1)[C@@H]1CN(C)CC[C@@H]1N2C(=O)Nc1cccc(C(F)(F)F)c1	7	-0.1	1	1.1	2	0.1	-0.3	81*	0	·	0.9

# In the list so far, these have two or more sulfur atoms:
mol	Diaphorase inh	DTT redox prof	PMI act	PMI act satM6P	G6PDH counter	RAM inhibit	Hsp70 activator	L major viab	TLR4-MyD88 BLA	S1P3 antag	Diaph act CS
CSc1ccc(C(=O)C2CCCN(Cc3cnc(SC)nc3)C2)cc1 (configuration not stated)	21	0.9	0.9	1	12	3.0	-0.3	94*	-6	-79	0.8
COc1ccc(C(=O)C2CCCN(C3CSCCSC3)C2)c(C)c1 (configuration not stated)	21	-1.5	0.9	0.8	15	1.2	-0.2	97*	-15	-5	0.8
CSC1=NP(=S)(SC)N(C)c2nc3n(c21)CCC3 (configuration not stated)	10	-0.1	0.9	0.9	3	-0.2	-0.1	3	-5	13	0.9
